POLK inh: inhibitors of human DNA polymerase kappa; Q9UBT6; purified Pol kappa, fluorescent DNA synthesis assay, 10 min; Potency, µM (series often up to 107 µM), without a hit: at the highest dose activity, negative = inhibition, most hits filed as inhibitors; hit rate 0.53% among 400,000; AID 588579; also: potency is read from the fitted curve at half-maximal effect; % is scaled to controls: 0 for no effect and ±100 for the full control effect
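Here, compound and 10 nM enzyme are combined for 15 min at room temperature; adding 50 nM substrate (final) starts DNA synthesis, tracked by fluorescence at 0 and 10 min against buffer-only wells.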
TRHR ag: activates the human TRH receptor | TRHR cells, calcium flux fluo-8, FDSS agonist mode | activation, % at 2 µM | hit rate 0.18% among 360,000 | AID 493084; in the data active = activation above about 30%; also: 0% is about no effect
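In this calcium-flux screen, cells bearing human TRHR are dye-loaded with fluo-8, baselined for 10 cycles, then exposed to library compounds; positive kinetic calcium responses during the agonist phase mark hits, with TRH as control.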
APE1 inh: inhibitors of human APE1 endonuclease; recombinant APE1, TAMRA/BHQ-2 abasic DNA cleavage fluorescence; AID 2517; P27695; Potency, µM (titrated, usually from 65.8 µM), inactives show top-dose activity change, negative = inhibition, usual class: inhibitors; hit rate 0.35% among 350,000;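 also: potency is read from the fitted curve at half-maximal effect; plate controls were vehicle for no effect and reference inhibitor for full effect; nearly all actives have a fitted effect of over 55% in size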
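Compound pre-exposure to 0.75 nM APE1, 15 min at ambient temperature. Reaction initiated with 50 nM TAMRA/BHQ-2 THF substrate, read immediately in kinetic mode, 525 nm excitation, 598 nm emission.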
ALOX12 inh: blocks human arachidonate 12S-lipoxygenase; AID 1671190; P18054; hit rate 1.1% among 580,000; purified 12hLO, xylenol orange hydroperoxide absorbance; Potency, µM (series often up to 108 µM), for inactives: at the top dose activity change, negative = inhibition, hits mostly inhibitors; also: potency is read from the fitted curve at half-maximal effect; % is scaled to controls: 0 for no effect and ±100 for the full control effect
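Purified human 12hLO (150 nM final) in 25 mM Hepes, 0.01% Triton X-100, pH 7.0 was preincubated 15 min at room temperature with compound. Then 40 uM arachidonic acid was added, 30 min. Hydroperoxide was read by Fe-XO absorbance ratio 573/405 nm.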
POLI inh: inhibitors of human DNA polymerase iota; Pol iota fluorescent replication assay, 10 min; hit rate 1% among 390,000; AID 588590; Q9UNA4; Potency, µM (doses to about 115 µM), without a hit: top-dose activity, negative = inhibition, actives largely listed as inhibitors; also: potency is read from the fitted curve at half-maximal effect
Target sequence (Q9UNA4 whole entry, looked up): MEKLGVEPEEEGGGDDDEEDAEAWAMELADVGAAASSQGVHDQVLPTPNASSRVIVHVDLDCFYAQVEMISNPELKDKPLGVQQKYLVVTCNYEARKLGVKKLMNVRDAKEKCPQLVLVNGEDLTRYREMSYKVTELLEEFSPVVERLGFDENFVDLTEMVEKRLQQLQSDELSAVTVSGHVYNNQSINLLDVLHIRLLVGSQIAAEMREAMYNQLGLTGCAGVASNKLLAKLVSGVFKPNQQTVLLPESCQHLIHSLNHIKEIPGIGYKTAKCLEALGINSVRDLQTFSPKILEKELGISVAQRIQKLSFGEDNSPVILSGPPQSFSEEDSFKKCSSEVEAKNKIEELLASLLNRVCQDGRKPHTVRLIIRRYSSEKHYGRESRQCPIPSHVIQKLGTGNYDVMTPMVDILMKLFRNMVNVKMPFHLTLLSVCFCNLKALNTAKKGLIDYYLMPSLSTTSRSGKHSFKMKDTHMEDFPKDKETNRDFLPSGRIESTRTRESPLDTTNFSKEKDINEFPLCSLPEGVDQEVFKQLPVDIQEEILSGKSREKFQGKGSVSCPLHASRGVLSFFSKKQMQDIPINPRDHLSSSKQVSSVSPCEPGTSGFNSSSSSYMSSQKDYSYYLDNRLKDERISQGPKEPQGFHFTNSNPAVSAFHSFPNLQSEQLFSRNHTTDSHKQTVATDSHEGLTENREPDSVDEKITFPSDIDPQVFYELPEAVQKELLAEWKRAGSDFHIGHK
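Fluorescent replication assay read twice, at 0 min and 10 min after adding 50 nM (final) substrate. Enzyme (10 nM) and compounds were first incubated 15 min at room temperature; enzyme-free buffer wells were negative controls.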
Apoferritin bind: candidate novel general anesthetic via apoferritin binding; Potency, µM (top dose mostly 77.5 µM), for the others: at the top dose activity change, negative = displacement, most hits filed as inhibitors; hit rate 0.074% among 350,000; P02791; apoferritin/1-aminoanthracene competitive binding, fluorescence; also: potency is read from the fitted curve at half-maximal effect; % is scaled to controls: 0 for no effect and ±100 for the full control effect; nearly all actives have a fitted effect of over 20% in size
Target sequence (P02791 2-175 limits assumed): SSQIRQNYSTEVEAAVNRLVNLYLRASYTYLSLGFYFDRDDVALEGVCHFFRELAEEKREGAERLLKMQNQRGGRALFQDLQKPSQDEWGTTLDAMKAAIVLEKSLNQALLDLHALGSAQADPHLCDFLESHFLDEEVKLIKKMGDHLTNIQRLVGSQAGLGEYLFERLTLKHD
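Concentration-response curves derived by four-parameter Hill fitting of normalized fluorescence, where compounds displaced 1-AMA from 10 uM horse apoferritin following a brief 10 min room-temperature incubation; propofol titration acted as positive control.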
ERG Ets-DNA blk: inhibitors of human ERG Ets domain-DNA interaction. P11308. fluorescence polarization, His-ERG Ets domain / labelled DNA. hit rate 0.028% among 370,000. Potency, µM (doses to about 76.9 µM), inactives show top-dose FP activity, negative = inhibition, actives largely listed as inhibitors; active = well fitted inhibition curve with a large enough effect in the polarisation, with a control signal flat; inconclusive = small, poorly fitted or top-dose-only effect, or effect the other way, or a change in a side signal; inactive = no such curve, though single readings can be large or run the other way; the % refers to the polarisation;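 also: polarization taken with two DNA probes labelled with fluorescein and Texas red; potency is read from the fitted curve at half-maximal effect; % of control where 0% means no effect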
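His-tagged ERG Ets domain (1 uM in the protein solution; 300mM KCl, 50mM Tris-HCl, 1mM EDTA, 1mM DTT, pH 7.5) received compound, then a probe mix of 5 nM fluorescein-DNA and 100nM Texas-615-DNA. Fluorescence polarization was read for both dyes.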
Pol beta inh: DNA polymerase beta (human) inhibition | P06746 | Pol beta primer extension/strand displacement, fluorescence kinetic | Potency, µM (series often up to 114 µM), without a hit: top-dose activity change, negative = inhibition, usual class: inhibitors | hit rate 1.3% among 340,000 | AID 485314; also: potency is read from the fitted curve at half-maximal effect; % is scaled to controls: 0 for no effect and ±100 for the full control effect
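Enzyme-only controls used 10 nM Pol beta; buffer lacking enzyme served as negative control. Compound preincubated 15 min, then 50 nM substrate added; 0 and 10 min reads at room temperature.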
BLM helicase inh: inhibitors of human Bloom syndrome helicase BLM; Potency, µM (top dose mostly 56.1 µM), for inactives: at the top dose activity change, negative = inhibition, hits mostly inhibitors; P54132; hit rate 0.2% among 350,000; recombinant BLM DNA unwinding, fluorescence dequenching; AID 2528;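 also: potency is read from the fitted curve at half-maximal effect; plate controls were vehicle for no effect and no enzyme for full effect; nearly all actives have a fitted effect of over 35% in size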
Active calls of the source: *; ? = inconclusive; nt = not tested or not shown; & = joins results of further samples; [ ] = another dose, or the depositor's remark. Unless noted, calls follow the shape of the dose curve; as a rule, active = well fitted curve in the direction sought with a large enough effect; inconclusive = small, poorly fitted or top-dose-only effect, or another doubt; inactive = no such curve, though single readings can be large; an effect the other way counts as inactive or inconclusive.

entry	SMILES	POLK inh	TRHR ag	APE1 inh	ALOX12 inh	POLI inh
1	COc1ccc(OCC(=O)Nc2ccc3c(c2)nc(CCNC(C)=O)n3C)cc1	-22%	1.2	44%	14%	53%[activator]
2	COc1ccc(NC(=O)N2CCCC3(CCNCC3)C2)cc1	0%[60.1 µM]	nt	4%	3%[57.4 µM]	nt
3	CC(=O)N(C)c1ccc(N=Nc2c(C)[nH]n(C(N)=S)c2=O)cc1	-7%[60.1 µM]	-0.4	-4%	?	-15%
4	CCCS(=O)(=O)c1ncc(Cl)c(C(=O)Nc2scc(-c3ccccc3)c2C(=O)OCC)n1	-18%	1.0	nt	-10%	?
5	COc1ccc(-n2c(=S)[nH]c3cc(C(=O)O)ccc3c2=O)cc1	2%	-1.5	?	-19%	7%
6	CC(C)=C[C@H]1C[C@H](C)[C@H]2CC[C@H](C)c3c(O[C@@H]4OC[C@@H](O)[C@H](O)C4O)c(O)c(C)c1c32 (stereo partly drawn)	-2%	nt	-5%	?	-20%
7	O=C(COC(=O)Cc1cn2ccsc2n1)Nc1nc2ccccc2s1	-16%	0.0	-7%	-13%	-3%
8	Cc1cn(-c2cc(C(=O)Nc3ccc(C)c(NC(=O)C(=O)c4c[nH]c5ccccc45)c3)cc(C(F)(F)F)c2)cn1	-3%	0.7	-5%	3%&-10%	1%
9	COc1ccc(C[C@H]2c3cc(O)c(OC)cc3CC[N+]2(C)[O-])cc1O (stereo partly drawn)	-7%	0.0	0%	11%	13%
10	CCCc1cc(C(=O)NCCc2ccc(OC)c(OC)c2)no1	4%	-0.8	-1%	8%	33%[activator]
11	C[C@H]1CN=C(N(C)C)N1CCc1ccccc1	-12%	-0.2	24%	-2%	7%
12	COc1ccc(NC(=O)[C@@H]2CCCN2S(=O)(=O)c2cccc3cccnc23)cc1	-7%	-0.6	-4%	3%	49%[activator]
13	CC(CNC(=O)C1CCN(C(=O)N2CCOc3ccc(Cl)cc32)CC1)c1ccccc1 (stereo not drawn)	-7%	0.3	nt	14%	-2%
14	O=C(Cc1c(F)cccc1Cl)Nc1ccccc1C(=O)N1CCCCC1	3%	-0.3	19%	?	41%[activator]
15	CCOC(=O)C1=NNC2(c3ccc(C)cc3)C(=O)N(c3ccc(Cl)cc3)C(=O)C12 (stereo not drawn)	-3%	-0.1	0%	?	4%

entry	Apoferritin bind	ERG Ets-DNA blk	Pol beta inh	BLM helicase inh
1	-3%	-14%	34%	-1%
2	nt	nt	nt	4%
3	?	-17%	-1%	-3%
4	?	0%	-1%	1%
5	4%	14%	-1%	-6%
6	nt	5%	nt	nt
7	-19%	5%	-16%	1%
8	-7%	-3%	3%	-5%
9	-11%	5%	-2%	-2%
10	-6%	-11%	3%	-2%
11	nt	4%	nt	nt
12	nt	16%	nt	nt
13	?	-3%	11%	-1%
14	nt	-3%	nt	nt
15	-16%	-4%	-1%	-5%

An excerpt of these results, bar-delimited.
nr | canonical_smiles | POLK inh | TRHR ag | APE1 inh | ALOX12 inh | POLI inh | Apoferritin bind | ERG Ets-DNA blk | Pol beta inh | BLM helicase inh
10 | CCCc1cc(C(=O)NCCc2ccc(OC)c(OC)c2)no1 | 4% | -0.8 | -1% | 8% | 33%[activator] | -6% | -11% | 3% | -2%
3 | CC(=O)N(C)c1ccc(N=Nc2c(C)[nH]n(C(N)=S)c2=O)cc1 | -7%[60.1 µM] | -0.4 | -4% | ? | -15% | ? | -17% | -1% | -3%
8 | Cc1cn(-c2cc(C(=O)Nc3ccc(C)c(NC(=O)C(=O)c4c[nH]c5ccccc45)c3)cc(C(F)(F)F)c2)cn1 | -3% | 0.7 | -5% | 3%&-10% | 1% | -7% | -3% | 3% | -5%
4 | CCCS(=O)(=O)c1ncc(Cl)c(C(=O)Nc2scc(-c3ccccc3)c2C(=O)OCC)n1 | -18% | 1.0 | nt | -10% | ? | ? | 0% | -1% | 1%
15 | CCOC(=O)C1=NNC2(c3ccc(C)cc3)C(=O)N(c3ccc(Cl)cc3)C(=O)C12 (stereo not drawn) | -3% | -0.1 | 0% | ? | 4% | -16% | -4% | -1% | -5%
6 | CC(C)=C[C@H]1C[C@H](C)[C@H]2CC[C@H](C)c3c(O[C@@H]4OC[C@@H](O)[C@H](O)C4O)c(O)c(C)c1c32 (stereo partly drawn) | -2% | nt | -5% | ? | -20% | nt | 5% | nt | nt
14 | O=C(Cc1c(F)cccc1Cl)Nc1ccccc1C(=O)N1CCCCC1 | 3% | -0.3 | 19% | ? | 41%[activator] | nt | -3% | nt | nt

The list continues.
entry	SMILES	POLK inh	TRHR ag	APE1 inh	ALOX12 inh	POLI inh
16	CC(OC(=O)Cc1n[nH]c(=O)c2ccccc12)C(=O)Nc1ccc(S(N)(=O)=O)cc1 (stereo not drawn)	1%	0.1	13%	-14%	32%[activator]
17	C=CCn1c(COc2ccccc2F)nnc1SCC(=O)N1CC(=O)Nc2ccccc21	6%	-0.1	-1%	0%	14%
18	COc1cc(/C=N/NC(=O)c2ccncc2)ccc1OC(=O)c1cc(OC)c(OC)c(OC)c1	-7%	-0.1	29%[12.4 µM]	-1%	17%
19	Cc1ccc(S(=O)(=O)C(C#N)c2nc3ccccc3nc2N2CCCC2)cc1 (stereo not drawn)	-3%	9.0	1%	?	79%[activator]
20	O=C(Nc1ccnn1C1CCN(C/C=C/c2ccc(F)cc2)CC1)C1CCCC1	-12%	0.3	-20%	5%	23%
21	O=C(NCc1ccccn1)C(=O)NCC1OCCN1S(=O)(=O)c1ccc(Cl)cc1 (stereo not drawn)	1%	0.1	18%	20%	23%
22	CCOCCCN(C(=O)Nc1ccc(Cl)cc1)C1CCN(C(C)=O)CC1	-7%[60.1 µM]	-0.1	nt	-17%	-26%
23	COc1ccc(-c2nn(-c3ccccc3)cc2C(=O)N2CCOCC2)cc1	-8%	-0.1	-5%	-24%	-8%
24	COc1ccc(C(C)=O)cc1CSc1nc(C)cc(C)n1	-5%	-0.7	-4%	-12%	63%[activator]
25	CCc1ccc(NC(=O)CN2C(=O)C(c3ccc(Cl)cc3)=NC23CCCCC3)cc1	-3%	0.7	nt	-19%	33%[activator]
26	CCOC(=O)Cc1csc(NC(=O)c2ccc3ncsc3c2)n1	-2%	-0.4	-12%	-13%	15%
27	COc1cccc(CNCCO)c1OCc1ccccc1	-8%	-2.4	7%	-8%	8%
28	CN(CCCN1CCCCC1)C(=O)c1cc(COc2ccc(F)cc2F)on1	-8%	0.5	9%	5%	23%
29	CCCCc1cc(=O)oc2c(CN3CCN(C)CC3)c(O)ccc12	-3%	-1.7	-8%	0%	-19%
30	CN1CCC23c4ccccc4NC1C21CCN(C)C3Nc2ccccc21	-1%	nt	nt	28%	21%

entry	Apoferritin bind	ERG Ets-DNA blk	Pol beta inh	BLM helicase inh
16	nt	4%	nt	nt
17	6%	7%	-15%	-1%
18	-8%	-1%	-12%	-6%
19	83%[activator]	1%	3%	-14%
20	-15%	4%	27%	-1%
21	-7%	-2%	3%	-7%
22	-6%	-2%	4%	0%
23	-8%	nt	13%	-3%
24	-12%	5%	-1%	-5%
25	-7%	6%	4%	-9%
26	-14%	-3%	1%	3%
27	-1%	1%	-2%	6%
28	-10%	-9%	32%	-2%
29	177%[activator]	4%	18%	0%
30	nt	0%	nt	nt

Continuation:
entry	SMILES	POLK inh	TRHR ag	APE1 inh	ALOX12 inh	POLI inh
31	O=C(Oc1cccc(NC(=O)c2ccco2)c1)c1cccc(S(=O)(=O)N2CCCCC2)c1	-10%	-0.1	-7%	2%	8%
32	CSc1ncccc1C(=O)OCC(=O)Nc1cc(C(F)(F)F)ccc1N1CCOCC1	-9%	0.1	-4%	-22%	11%
33	O=[N+]([O-])c1ccc(/C=N/Nc2ncccc2[N+](=O)[O-])s1	3%	nt	nt	158%[activator]	22%
34	CC(C)OC(=O)c1cc2c(ccn2C)n1CC(=O)N(Cc1ccccc1)c1ccc(F)cc1	-9%	-0.3	3%	-15%	5%
35	COc1ccc(C(=O)Nc2cccc(S(=O)(=O)NC3=NCCCCC3)c2)cc1	13%	0.4	-9%	5%	18%
36	COc1ccc(S(=O)(=O)N(C)CC(=O)NCCN2CCOCC2)cc1Cl	-22%	0.7	28%[12.4 µM]	-4%	96%[activator]
37	CC(O)C(NS(=O)(=O)c1ccc(Cl)cc1)C(=O)OCc1cc([N+](=O)[O-])cc2c1OCOC2 (stereo not drawn)	-16%	0.9	17%	-2%	12%
38	CN(C)c1ccc(NC(=O)c2sc(SCC(=O)Nc3nccs3)nc2N)cc1	-21%	-1.4	-3%	-4%	22%
39	O=C(/C=C/c1ccc(O)c(O)c1)c1ccc(O[C@@H]2O[C@H](CO)[C@@H](O)[C@H](O)[C@H]2O)c(O)c1O	0.19µM*	nt	?	?	nt
40	CCCS(=O)(=O)N1CC(=O)N(c2cc(C)cc(C)c2)C(C)(C(=O)NC2CCCCCC2)C1 (stereo not drawn)	-18%	-0.5	nt	-5%	-20%
41	C=CCN1C(=O)/C(=C\c2cccc(OC(=O)c3ccco3)c2)SC1=S	-2%	0.8	30%	11%	2%

entry	Apoferritin bind	ERG Ets-DNA blk	Pol beta inh	BLM helicase inh
31	-24%	1%	-15%	-10%
32	?	nt	7%	-12%
33	nt	1%	nt	nt
34	-3%	nt	-2%	-13%
35	nt	8%	nt	nt
36	-9%	4%	-28%	1%
37	-18%	7%	-4%	-5%
38	-8%	-7%	1%	-7%
39	-6%	nt	nt	0%
40	4%	3%	-23%	-1%
41	4%	6%	21%	-4%

Screens deposited in PubChem BioAssay by National Center for Advancing Translational Sciences (NCATS).

Only part of the results is shown; rates above refer to the full screens.
